# Lipid storage S3: qHTS Assay for Lipid Storage Modulators in Drosophila S3 Cells. Drosophila S3 cells, BODIPY lipid droplet fluorescence, 18-24 h; cells fed with added oleic acid. Potency in µM for hits, for the others lipid storage change, negative = inhibition, % at the top dose, mostly 46.1 µM. hit rate 0.64% among 320,000. AID 2685; active = well fitted inhibition curve with a large enough effect in the signal ratio, with a control signal flat, not every such curve was filed as active; inconclusive = small, poorly fitted or top-dose-only effect, or effect the other way, or a change in a side signal; the % refers to the signal ratio
#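 Drosophila S3 cells got compounds at several concentrations plus oleic acid (400 uM solution). Laser-scanning cytometry with 488 nm excitation read lipid droplets at 500-530 nm and cells at 575-640 nm. Percent activity was relative to 20 uM Triacsin C.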
# Lipid storage S3 cell count max: second read-out of Lipid storage S3, no call of its own (marks repeat the call); cell number change, %; measured here: cell count max response;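 cells counted by Cell Tracker Red CMTPX staining in the red channel; peak over a dose series mostly up to 46.1 µM; percent activity relative to internal control wells on each plate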
# Numbers without * were called inactive; i = inactive; ? = inconclusive; . = not tested or not shown; [ ] = dose if it differs, or a comment. % is set by controls: 0 for no effect and ±100 for the full control effect; potency is the fitted concentration of half-maximal effect. A portion of the library; the hit share may differ from the screen's.
Lipid storage S3	Lipid storage S3 cell count max	smiles
15.1%	-1.6	CCCC1CC(=O)OC1(C)C(=O)CSc1n[nH]c(-c2ccccc2)n1 (stereo unspecified)
9.2%	-7.9	Cc1cc(C(=O)O/N=C(\N)c2ccncc2)ccc1[N+](=O)[O-]
19.4%	15.4	Cn1cccc1Cc1nnc(SCC(=O)Nc2cccc(F)c2)n1-c1ccc(F)cc1
2.0%[9.22 µM]	-4.4	O=S1(=O)C=C(SCc2ccc(F)cc2)Nc2ccccc21
?	.	N#Cc1c(NC(=O)CSc2ncn[nH]2)sc2c1CCCC2
?	.	O=C(COc1ccc(Cl)cc1Cl)N(C1CCCCC1)C1CCS(=O)(=O)C1 (stereo unspecified)
?	.	Cc1cc(Nc2ccccc2Br)n2nc(C)nc2n1
6.5%	1.8	Cc1ccc(C(=O)N/C(=C/c2ccccc2)C(=O)NCc2ccncc2)cc1
20.2%	-7.4	CCN1CCN(C(=O)c2ccc(COc3ccc(Cl)cc3)o2)CC1
?	.	COc1cc(-c2noc(C3CCCN(S(=O)(=O)c4cccc(Cl)c4)C3)n2)cc(OC)c1OC (stereo unspecified)
0.6%	-1.3	Cc1ccc(NC(=O)CN(C)C(=O)CCOc2cccc(C)c2)cc1
?	.	O=C(CCCOc1ccc(Br)cc1)Nc1ccc(S(=O)(=O)N2CCOCC2)cc1
?	.	CC(=O)N1CCN(c2nnnn2-c2ccccc2)CC1
?	.	CCOc1ccccc1Nc1nc(-c2sc(NC(=O)c3ccccc3)nc2C)cs1
?	.	C/C(=N/NC(=O)CCCOc1ccc(Cl)cc1Cl)c1ccc(C)o1
-6.2%	-7.6	Cc1nnc(NC(=O)CSc2nnc(-c3ccccc3)n2C)s1
17.3%	-11.6	CCCCOc1ccc(N(CC(=O)NCCOC)C(=O)CCC(=O)Nc2ccccn2)cc1
9.4%	1.7	C/C(=N\OC(=O)c1ccc(F)cc1)c1sc(-c2ccccc2)nc1C
-1.2%	-27.2	Cc1cccc(-c2nnc3sc(-c4ccccc4C)nn23)c1
?	.	O=c1ccc2cc(S(=O)(=O)N3CCN(c4ccccc4)CC3)ccc2o1
?	.	COc1ccc2nc(N3CCCC(C(=O)NCCCN4C(C)CCCC4C)C3)sc2c1 (stereo unspecified)
-0.2%	-4.7	Cc1ccc(C(=O)NNC2=Nc3cccc4cccc2c34)cc1
?	.	O=C(COC(=O)c1ccc(F)cc1F)Nc1ccc(Cl)cn1
?	.	CSCCC(N=C1NS(=O)(=O)c2ccccc21)C(=O)N1CCCC(C(N)=O)C1 (stereo unspecified)
?	.	O=C(CNC(=O)C(c1ccccc1)c1ccccc1)N/N=C\c1ccc2c(c1)OCO2
i	.	COc1cc(NC(=O)c2cc(-c3ccccc3Cl)on2)cc(OC)c1OC
?	.	COc1ccc(-c2nc(C#N)c(NCc3ccc(C)cc3)o2)cc1OC
?	.	Cc1nn(CC(=O)Nc2cc(S(=O)(=O)N(C)C)ccc2Cl)c(C)c1[N+](=O)[O-]
?	.	O=C(NCCS(=O)(=O)NCCc1ccccc1)c1ccccc1
?	.	Nc1c(Cl)cc(C2=NCCn3c2c2ccccc2[n+]3[O-])cc1Cl
?	.	O=c1[nH]c2ccc(Cl)cc2c(-c2ccccc2)c1N1CCN(CCO)CC1
1.1%	3.4	CNC(=S)NCCc1cc2c(OC)ccc(OC)c2[nH]c1=O
-19.2%	-2.4	CCCCCCc1c(C)[nH]c2nc3ccccc3n2c1=O
?	.	CC(=O)c1c(C)[nH]c(C(=O)N2CC(C)CC(C)C2)c1C (stereo unspecified)
5.9%	-4.6	Cc1ccc(C)n1-c1sc2c(c1C#N)CCCC2
-0.2%	-3.9	CC(O)[C@H]1CNC(=O)C(=O)N1CCC12CC3CC(CC(C3)C1)C2 (stereo partly specified)
?	.	CCc1ccc2nc(N3C(=O)C(O)=C(C(=O)c4ccco4)C3c3cccs3)sc2c1 (stereo unspecified)
?	.	O=S(=O)(Nc1ccc2nc(C(F)(F)F)[nH]c2c1)c1ccccc1
-6.2%	9.6	CN(C)CCCOC(=O)N1c2ccccc2C=Cc2ccccc21
16.1%	-12.2	COC(=O)c1ccccc1NC=C1C(=O)OC2(CCCCC2)OC1=O
10.5%[0.0737 µM]	4.0	Cc1nc(SCC(=O)N2CCCCCC2)[nH]c(=O)c1C
-0.4%	12.9	Cc1cc(=O)[nH]c(SCC(=O)Nc2nc3c(s2)CCCC3)n1
i	.	CN(c1ccccc1C(=O)Nc1cccc(Cl)c1Cl)S(C)(=O)=O
?	.	COc1ccccc1C(=O)Nc1ccc(C)c(S(=O)(=O)N2CCCCC2)c1
14.9%	0.8	CCOC(=O)/C(C#N)=C1/C=CN(Cc2ccccc2)C=N1
?	.	O=C(NNC(=O)c1ccc2ccccc2c1O)NC1CCCCC1
?	.	Cc1cccc(Nc2nc3c(S(=O)(=O)c4ccccc4)nnn3c3ccccc23)c1C
?	.	O=C(Nc1cccc(Cl)c1N1CCCC1)c1cc2ccccc2o1
?	.	CCOc1ccc(NC(=O)CN(C)C(=O)c2c(-c3ccccc3)noc2C)cc1OCC
?	.	O=C(NNC1=C(C(=O)C(F)(F)F)CCC1)c1ccc(Cl)cc1
?	.	O=C(COC(=O)c1ccc(F)c(S(=O)(=O)N2CCOCC2)c1)NCc1ccco1
8.1%	0.4	O=C(CSc1n[nH]c(=O)n1C1CC1)Nc1ccccc1
?	.	CSc1ccc(C2CC(=O)Nc3c2c(=O)n(C)c(=O)n3C)cc1 (stereo unspecified)
-10.8%	-1.8	O=C1N/C(=N\S(=O)(=O)Cc2ccccc2)S/C1=C/c1cc([N+](=O)[O-])ccc1O
?	.	c1ccc2c(c1)CCc1snnc1-2
-5.7%	22.9	CCOc1ccc(CNC(=O)CCCN2C(=O)C(c3ccccc3)Oc3cccnc32)cc1 (stereo unspecified)
6.0%	-15.7	Cc1ccc(NC(=O)N/C=C/c2ccc(Cl)cc2)cc1
?	.	CCC(CC)Nc1ccc(C(CC(N)=O)NC(=O)c2ccccc2)cc1[N+](=O)[O-] (stereo unspecified)
?	.	COCCN(Cc1ccc(C)c(Br)c1)C(=O)Cn1cnc(S(=O)(=O)N2CCCC2)c1
?	.	CCc1nn(CCCC(=O)NCc2ccc(C)cc2)c(=O)c2cc3occc3n12

# Next section
Lipid storage S3	Lipid storage S3 cell count max	smiles
8.6%	10.5	COC(=O)c1ccc(C(=O)OC)c(NC(=O)c2cnc3n(c2=O)CCS3)c1
?	.	CCOC(=O)CC1=C(C(=O)OCC)C(c2cccnc2)C(C#N)=C(N)O1 (stereo unspecified)
?	.	COc1ccc(OC)c(-c2csc(NC(=O)COC(=O)C3CCC3)n2)c1
?	.	CSc1ncc(CN2CCN(C3CCCCC3)C(CCO)C2)cn1 (stereo unspecified)
-0.8%	-11.0	O=C(NCN1C(=O)C2C3C=CC(C3)C2C1=O)Nc1ccccc1O (stereo unspecified)
?	.	COc1cccc(C(C)NC(=O)c2ccncc2)c1 (stereo unspecified)
5.9%	15.0	Nc1nc2n(n1)C(c1ccco1)CC(c1ccccc1)N2 (stereo unspecified)
1.1%	0.5	COc1ccccc1N1C(=O)c2ccc(C(=O)Nc3ccccc3O)cc2C1=O
?	.	CCOc1ccc2[nH]c(C)c(CN3CCN(CC)CC3)c(=O)c2c1
14.3%	-1.1	CCOCCCNc1ncc2c(n1)CC(c1ccc(C)cc1)CC2=O (stereo unspecified)
?	.	CSc1nc2ccccc2n1Cc1cccc([N+](=O)[O-])c1
4.5%	-4.3	C[C@@H](Nc1nc(-c2ccccc2)nc2c1oc1ccccc12)C(=O)O
?	.	O=C(c1ccco1)N1CCc2[nH]nc(-c3ccccc3)c2C1
?	.	COc1cc(OC)c(OC)cc1/C=C/c1cc(C(=O)O)c2ccccc2n1
14.1%	3.1	COc1ccc2[nH]c(=O)c(CN(C)C(=O)COc3ccccc3)cc2c1
i	-5.8	Cc1onc(-c2c(Cl)cccc2Cl)c1C(=O)NCc1ccc(S(N)(=O)=O)cc1
?	.	O=C(O)C1CSC2(c3ccc(F)cc3)CCC(=O)N12 (stereo unspecified)
?	.	Cc1ccc(NC(=O)c2ccc(OCC3CCCO3)cc2)nc1 (stereo unspecified)
?	.	Cc1ccc2c(c1)N(CCC(=O)NCc1ccc3c(c1)OCO3)C(=O)CO2
?	.	CCOC(=O)c1c(NC(=O)CSc2nnnn2CC)sc(C)c1C
?	.	CC1=NC(C)(C)Cc2c(C)cccc21
i	7.3	O=C(CCNC(=O)C1CCN(S(=O)(=O)c2ccccc2)CC1)NCc1ccccc1Cl
3.8%	8.5	CCCN1C(=O)/C(=C/c2ccc3c(c2)OCO3)NC1=S
-21.4%	15.8	CN1CCN(C(=O)C2CCC(=O)N(CCc3cccc(F)c3)C2)CC1 (stereo unspecified)

# 4 records picked at random from those above:
Lipid storage S3	Lipid storage S3 cell count max	smiles
14.1%	3.1	COc1ccc2[nH]c(=O)c(CN(C)C(=O)COc3ccccc3)cc2c1
?	.	Cc1ccc(NC(=O)c2ccc(OCC3CCCO3)cc2)nc1 (stereo unspecified)
?	.	CC1=NC(C)(C)Cc2c(C)cccc21
?	.	CCOC(=O)c1c(NC(=O)CSc2nnnn2CC)sc(C)c1C

# Other structures.
Lipid storage S3	Lipid storage S3 cell count max	smiles
?	.	COc1ccc(C(=O)NCCc2ccc(S(N)(=O)=O)cc2)cc1OC
?	.	N/C(=N\O)c1ccc(N2CCN(c3ncccc3C(F)(F)F)CC2)nc1
?	.	COc1ccc(NS(=O)(=O)c2ccc(C)c(C(=O)NCCCN3CCCC3=O)c2)cc1
?	.	Cc1ccc(N2CC(C(=O)N3CCC(C(=O)Nc4nncs4)CC3)CC2=O)cc1 (stereo unspecified)
?	.	O=C(NC(=O)c1ccc(Cl)cc1)OC1CCCCC1
-1.2%	6.2	CCOC(=O)NC(NCc1ccccc1)(C(F)(F)F)C(F)(F)F
?	.	CC(=O)c1cccc(NC(=O)C2CCN(S(=O)(=O)c3ccccc3)CC2)c1
i	20.4	COc1ccc(S(=O)(=O)CCC(=O)NCCc2ccc(C)cc2)cc1
12.1%	-14.2	C=C(C)n1c(=O)n(Cc2ccc(C)cc2)c2ccccc21
-0.3%	-13.0	CSc1ccc(CN(C)CC(=O)N(C)CC(=O)Nc2ccccc2Br)cc1
-5.6%	5.8	CN=C(Nc1cccc(Cl)c1)SC1CC(=O)N(c2ccc(OC)cc2)C1=O (stereo unspecified)
?	.	Cc1ccc(OC(C)C(=O)N2CCCc3ccccc32)cc1 (stereo unspecified)
?	.	Cc1ccc(SCc2ccc(C(=O)N3CCCCC3)cc2)cc1
0.8%	1.1	COc1ccc(/C=C2\N=C(C)OC2=O)cc1[N+](=O)[O-]
?	.	Cc1sc2nc(CSc3nnc(Cc4cccs4)n3C3CCCCC3)[nH]c(=O)c2c1C
?	.	Cc1ccccc1S(=O)(=O)Cc1ccc(C(=O)NCc2cccs2)o1
?	.	CCOC(=O)c1c(NC(C)=O)sc(/C(C)=N/Nc2ccc(C(=O)O)cc2)c1C
?	.	Clc1ccc(COc2ccccc2CNCc2cccnc2)cc1
?	.	CC(C)CC1Nc2ncnc(N3CCN(c4ccccc4)CC3)c2N(Cc2ccc(Cl)cc2)C1=O (stereo unspecified)
i	.	COc1ccc(NC(=O)C2CCN(S(C)(=O)=O)CC2)cc1
?	.	O=C(/C=C/c1c(Cl)cccc1Cl)Nc1ccncc1
21.0%	20.0	CN1CCN(C(CNS(=O)(=O)c2ccc(Br)cc2)c2ccc3c(c2)OCO3)CC1 (stereo unspecified)
13.6%	-1.9	Cc1ccc(-n2nnnc2-c2cccnc2)cc1
?	.	Cc1ccc(S(=O)(=O)N2CCN(C(=O)CN3CCCCC3)C2C(C)C)cc1 (stereo unspecified)

# Profiles, quoted from the list. Order of values: Lipid storage S3 | Lipid storage S3 cell count max
# COc1ccc(/C=C2\N=C(C)OC2=O)cc1[N+](=O)[O-] is entered as 0.8% | 1.1
# Cc1sc2nc(CSc3nnc(Cc4cccs4)n3C3CCCCC3)[nH]c(=O)c2c1C is entered as ? | .
# O=C(/C=C/c1c(Cl)cccc1Cl)Nc1ccncc1 is entered as ? | .
# Cc1ccc(SCc2ccc(C(=O)N3CCCCC3)cc2)cc1 is entered as ? | .
# Clc1ccc(COc2ccccc2CNCc2cccnc2)cc1 is entered as ? | .

# (more compounds)
Lipid storage S3	Lipid storage S3 cell count max	smiles
?	.	Cc1nn(-c2ccccc2)c(Cl)c1/C=N/NC(=O)c1nn(C)cc1[N+](=O)[O-]
1.4%	5.8	CCC1=C(OC(=O)N(CC)CC)N2C(=O)OC(=NCC3CC3)[C@]2(C)[C@H]2C1=CC[C@H]1C(=O)NC(=O)[C@H]12
?	.	Cc1nc2c(-c3ccc(F)cc3)c(C)nn2c(C)c1CCC(=O)N1CCC(Cc2ccccc2)CC1
?	.	Cc1ccc(NC(=O)C2CCN(S(C)(=O)=O)CC2)c(C)c1
i	-4.3	Cc1cc(C)n(C(=O)c2ccc(C)c(S(=O)(=O)N3CCCC3)c2)n1
i	15.5	Cc1[nH]n(-c2ccccc2)c(=O)c1N=Nc1ccc(C(N)=O)cc1
?	.	Cc1cccc(NC(=O)c2cccc(NC(=O)c3ccccc3)c2)n1
i	0.9	Nc1c(C(=O)NCc2ccccc2)sc2nc3c(cc12)C(=O)CCC3
?	.	COc1ccc(CNCCC2(O)CC(C)N(C)CC2C)cc1OC (stereo unspecified)
